From PubChem
SF1 activator – SF-1 (human) activation; activation, % at 10 µM; Q13285; CHO-K1 Gal4-SF-1 LBD luciferase reporter; % increase over DMSO SF-1-specific signal; hit rate 1.9% among 65,000;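 active = activation above the mean activation of all tested compounds plus 3 SD, cut at about 50% in these data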
Target sequence (Q13285 whole entry, looked up, the tested form may be a part): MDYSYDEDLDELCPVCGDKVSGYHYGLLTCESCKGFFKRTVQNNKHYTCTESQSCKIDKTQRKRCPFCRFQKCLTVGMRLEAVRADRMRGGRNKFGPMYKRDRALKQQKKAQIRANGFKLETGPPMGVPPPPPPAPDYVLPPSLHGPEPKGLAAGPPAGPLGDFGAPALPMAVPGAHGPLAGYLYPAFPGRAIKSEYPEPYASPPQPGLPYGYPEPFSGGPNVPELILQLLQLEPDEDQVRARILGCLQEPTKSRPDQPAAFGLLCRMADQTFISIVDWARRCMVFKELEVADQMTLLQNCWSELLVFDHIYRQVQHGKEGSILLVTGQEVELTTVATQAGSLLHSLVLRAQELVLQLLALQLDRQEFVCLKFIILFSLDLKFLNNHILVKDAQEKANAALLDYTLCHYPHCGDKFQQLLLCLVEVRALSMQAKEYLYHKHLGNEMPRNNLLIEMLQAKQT
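Material: CHO-K1 cells with Gal4–hSF-1 LBD chimera plus Gal4-driven luciferase / Input: 4,000 CHO-K1 cells per well / Incubation: compound exposure 20 h at 37 °C / Signal: luminescence read 15 min after SteadyLite luciferase reagent, after room-temperature equilibration / Read-out: percent activation versus DMSO / Benchmarks: DMSO negative control and −SF1 background wells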
Ecoli tolC – E. coli tolC mutant growth inhibition. E. coli BW25113 tolC mutant growth, OD615. growth inhibition, % at 10 µM (by protocol). hit rate 2.2% among 65,000;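 active = growth inhibition at or above a cutoff equal to the mean over every tested compound plus 3 SD, cut at about 60% in these data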;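 note: growth measured after 20 h incubation at 37 °C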
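Test system: tolC-deleted E. coli BW25113 | Medium: LB with kanamycin 50 µg/mL | Compound dosing: Single concentration, 10 µM final per compound | Schedule: 37 °C, 20 h exposure | Measured by: OD at 615 nm | Evaluation: Percent growth inhibition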
HEK293 NFkB inh – lowers PMA/ionomycin-induced NF-kB signal in HEK293 cells. HEK-293 NF-kB luciferase reporter, luminescence. inhibition, % at 3 µM. hit rate 0.21% among 62,000. AID 465;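 active = inhibition above the mean of all tested compounds plus 3 SD, cut at about 40% in these data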;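 note: 0% = stimulated DMSO wells and 100% = 10 µM reference inhibitor 5653914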
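Timing: 1 h pretreatment, 16 h stimulation, 37 °C; system: HEK-293 cells with stable firefly luciferase reporter driven by four HIV NF-kB elements; doses: 3 µM once, 0.30% DMSO; measured by: luciferase luminescence; control set: DMSO and 10 µM reference inhibitor; repeats: single test; reagent: PMA plus ionomycin mix as NF-kB-activating stimulus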
D1 allo mod – D1 dopamine receptor (human) allosteric modulation. B-score at 10 µM. AID 641. HEK293 D1, CRE-luciferase, dopamine EC30 potentiation; actives deviate in either direction. hit rate 5.9% among 58,000. P21728;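 active = luminescence count or its row- and column-corrected plate score outside the 99.7% band of the plate's sample wells, on either side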
NADH coupling – blocks coupling enzymes of NAD/NADH assays | coupled PK/LDH NADH assays, four targets | AID 774 | IC50, µM (series often up to 10 µM), for inactives: at the highest dose inhibition | hit rate 0.02% among 65,000;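 active = single-dose screening hits from any of four coupled enzyme assays that gave an IC50 when retested across doses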;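 note: the DPM-DC format reads NADH fluorescence rather than 340 nm absorbance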
Jurkat tox 60K – cytotoxic compounds reducing Jurkat cell viability; Jurkat E6.1 viability, ATP luminescence, 48 h; inhibition, % at 4 µM; hit rate 1.2% among 56,000; AID 463;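 active = inhibition above the mean inhibition of all tested compounds plus 3 SD, cut at about 28% in these data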
M1 ag – M1 muscarinic receptor agonism; CHO-M1 cells, Fluo-4 calcium fluorescence, agonist mode; active compounds read high; B-score at 10 µM; hit rate 3% among 64,000; AID 626;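 active = fluorescence rise, raw or as B-score row- and column-corrected plate score, outside the 99.7% band of its plate's samples, either direction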
TNAP act DEA – activates human TNAP at intermediate phosphate acceptor concentration; P05186; AID 813; 64,000 tested, under 10 active; activation factor at 20 µM; purified TNAP, CDP-star luminescence, 100 mM DEA, 30 min; active compounds read high; scale: 0 levamisole-inhibited, 1 vehicle-only enzyme;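 active = activation factor of at least 2 at 20 µM, relative to controls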
M1 antag – M1 muscarinic receptor (rat) antagonism; B-score at 10 µM; CHO-M1 cells, Fluo-4 calcium, ACh EC80 antagonist mode; active compounds read low; hit rate 3.4% among 64,000; P08482; AID 628;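 active = calcium fluorescence response, raw or row-and-column corrected B-score, differing from the plate sample mean either way at a set confidence level, mostly lower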
Target sequence (P08482 whole entry, looked up): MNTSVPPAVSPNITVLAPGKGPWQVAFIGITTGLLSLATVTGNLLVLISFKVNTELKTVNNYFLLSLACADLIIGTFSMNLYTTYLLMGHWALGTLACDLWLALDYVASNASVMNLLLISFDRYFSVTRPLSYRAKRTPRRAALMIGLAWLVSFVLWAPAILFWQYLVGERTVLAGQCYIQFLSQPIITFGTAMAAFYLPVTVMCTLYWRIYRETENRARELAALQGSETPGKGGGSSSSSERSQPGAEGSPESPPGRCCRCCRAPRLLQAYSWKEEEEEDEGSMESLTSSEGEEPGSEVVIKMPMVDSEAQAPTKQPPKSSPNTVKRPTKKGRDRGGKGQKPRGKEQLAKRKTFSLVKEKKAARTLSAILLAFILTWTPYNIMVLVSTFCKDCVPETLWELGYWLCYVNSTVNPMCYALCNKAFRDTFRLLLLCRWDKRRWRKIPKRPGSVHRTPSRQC
* hit, by the source's call; / = not tested or not shown; [ ] = remark or other dose.

SMILES	SF1 activator	Ecoli tolC	HEK293 NFkB inh	D1 allo mod	NADH coupling	Jurkat tox 60K	M1 ag	TNAP act DEA	M1 antag
CC1CN(Cc2ccc(C#N)cc2Cl)CC(C)O1 (configuration not stated)	-10	-13	10	-0.014	9%	1	-0.13	0.9	-0.0094
OCCn1nc2c3ccccc3nc-2n(-c2ccccc2)c1=S	0	-17	1	5.9*	11%	-1	-0.65	0.9	-0.88
Cc1csc(NC(=O)c2cc3c(s2)-c2ccccc2OC3)n1	43	16	-19	-1.9	1%[fluoresces]	24	-0.95	0.8	0.56
COc1cccc(-c2nnn(CC(=O)O)n2)c1	-2	-6	2	0.024	2%	1	-0.56	0.8	0.66
O=C(Nc1nccs1)C(NS(=O)(=O)c1ccc(Br)s1)c1ccccc1 (configuration not stated)	9	61*	20	/	6%	/	-1.1	0.9	0.61
COCCCNC(=O)c1ccc(CS(=O)(=O)c2ccc(Br)cc2)o1	5	-7	15	-0.33	2%	4	-0.099	0.9	-0.15
CCOC(=O)Cn1c(CN(Cc2ccccc2)Cc2ccccc2)nc2c1c(=O)[nH]c(=O)n2C	-4	13	15	/	2%	8	0.67	1	0.033
COc1cccc(NC(=O)CCS(=O)(=O)c2cccs2)c1	14	-18	14	0.95	4%	1	-0.62	0.9	0.35
CCC(C)N1CC(C(=O)NC2CCCCC2)CC1=O (configuration not stated)	-5	-20	4	0.67	0%	-4	-0.052	1	0.089
Cc1ccccc1NC(=O)CCn1c(=O)oc2ccccc21	16	-8	-3	-0.71	4%	-2	0.99	1	0.67
Clc1ccc(-n2nnnc2-c2ccccc2)cc1Cl	-9	8	7	13*	2%	4	0.35	0.9	-2.6*
CCOC(=O)N1CCN(C(=O)C2CCC(=O)N2C(C)C)CC1 (configuration not stated)	-18	-6	3	0.00039	7%	-5	-0.24	0.9	0.094
COc1ccc(C(C)=O)cc1COC(=O)c1c(C)noc1C	-9	7	8	0.34	9%	7	-0.14	1.1	0.022
O=C(NCCCN1CCOCC1)c1cc2c(s1)CCCC2	20	-14	9	-0.72	4%	-2	0.93	0.9	-1.2
CC(C)CCn1cnc2c(c1=O)c1nc3ccccc3nc1n2Cc1ccc2c(c1)OCO2	2	-9	-5	0.7	2%[fluoresces]	0	-1	1	0.56
Cc1cccc(NS(=O)(=O)c2ccccc2)n1	2	-2	15	/	4%[fluoresces]	-4	0.25	0.9	0.32
CCN1C(=O)/C(=C2\SC(N3CCCCC3)=NC2=O)c2ccccc21	54*	26	-10	/	8%	3	5.1	0.9	-3.9*
CCOC(=O)C1CCc2sc(N)c(C#N)c21 (configuration not stated)	1	-3	4	1.2	2%	0	0.5	0.9	1.2
CCCn1c(=N)c(C(=O)NCC2CCCO2)cc2c(=O)n3cccc(C)c3nc21 (configuration not stated)	7	7	21	0.12	17%[fluoresces]	0	0.8	0.9	-1.1
CCOCCCNS(=O)(=O)c1ccc(NC(=O)c2ccccc2)cc1	-20	-1	24	0.93	5%	17	-1.6	0.9	-0.057
CCCOc1cccc(CN2CCCCC2c2cccnc2)c1 (configuration not stated)	-4	3	/	/	2%	/	0.86	0.9	-0.13
CC1(C)CC2CC(C)(CN2C(=O)CN2C(=O)c3ccccc3C2=O)C1 (configuration not stated)	-3	5	3	1.3	2%	-2	-0.15	1	-0.26
CC(OC(=O)c1cccs1)C(=O)NCC1CCCO1 (configuration not stated)	6	-15	14	/	9%	-10	-0.071	1	1.2
CC1(C)CC(=O)C(C=Nc2cccnc2)=C(O)C1	-13	-3	5	-0.013	4%	3	0.031	0.9	-0.079
COc1ccc(C(=O)O)cc1Nc1cc(C)nc2ncnn12	3	-9	10	-0.49	0%	0	-1.1	1	0.061
CCCCNC(=O)CCn1c(=O)c2ccccc2n(CC(=O)Nc2ccccc2OCC)c1=O	0	-13	16	/	4%	-5	/	1	/
Cc1ccc(S(=O)(=O)NC(C)(C)CSc2nncn2N)cc1	-1	-8	2	0.63	4%	1	0.18	0.9	0
O=C(COc1ccccc1)n1nc(-c2ccc(Cl)cc2)nc1NCc1ccco1	31	-11	13	0.83	7%	1	-1.5	0.9	-0.24
CN(C)C=NC(=O)/C(C#N)=C1\CCc2ccccc2N1	12	-18	5	0.62	13%	-5	0.087	0.9	-0.13
CCc1nc(C)cn1S(=O)(=O)c1cc(C)c(OC)cc1C	-7	-9	15	-1.5	6%	-4	-3.7*	0.9	0.013
Clc1ccc(-c2nc3nc4ccccc4nc3n2Cc2ccco2)cc1	7	-9	-34	-2.5	0%	0	0.086	0.9	-0.43
CCOC(=O)Cc1nnn(CC(=O)OCC)n1	-2	-4	0	0.039	2%	/	-0.99	0.9	0.033
CCN(CC)c1nc2nonc2nc1N(CC)CC	5	-21	1	0.81	3%	-6	0.69	1	0.43
Cc1cccc(OCC(O)CN2C(C)(C)CC(O)CC2(C)C)c1 (configuration not stated)	-20	-15	1	-0.49	3%	/	0.028	0.9	-0.028
O=C1c2oc3ccccc3c(=O)c2C(c2cccc(O)c2)N1c1ccccn1 (configuration not stated)	2	15	17	-0.0058	5%	2	3	0.9	-0.53
COc1cc(C(=O)N2CCCN(c3nc4cc(C)ccc4cc3C#N)CC2)cc(OC)c1OC	17	11	12	-0.0053	10%	-3	0.59	0.9	-1.5
COc1ccc2nc3oc(C(=O)N4CCN(c5cccc(C(F)(F)F)c5)CC4)cc3cc2c1	27	-3	16	-1.1	6%	0	-1.5	0.9	0.1
CCc1ccc2[nH]c(=O)c(CN(Cc3ccc4c(c3)OCO4)C(=O)c3ccco3)cc2c1	-9	34	21	0.036	7%	6	1.2	0.9	-0.22
CC(=O)NCc1nc2ccccc2n1Cc1ccccc1C	-1	-1	7	-0.53	4%	7	-0.25	1	0.82
O=C(CNCc1ccco1)Nc1ccccc1-n1cccc1	1	-17	8	0.62	9%	-1	0.025	0.9	-0.17

Ordered by the number under M1 antag (highest first): 3 of the compounds above.
SMILES | SF1 activator | HEK293 NFkB inh | D1 allo mod | NADH coupling | M1 ag | TNAP act DEA | M1 antag
COc1ccc2nc3oc(C(=O)N4CCN(c5cccc(C(F)(F)F)c5)CC4)cc3cc2c1 | 27 | 16 | -1.1 | 6% | -1.5 | 0.9 | 0.1
CCOC(=O)Cc1nnn(CC(=O)OCC)n1 | -2 | 0 | 0.039 | 2% | -0.99 | 0.9 | 0.033
COc1cc(C(=O)N2CCCN(c3nc4cc(C)ccc4cc3C#N)CC2)cc(OC)c1OC | 17 | 12 | -0.0053 | 10% | 0.59 | 0.9 | -1.5

New compounds follow
SMILES	SF1 activator	Ecoli tolC	HEK293 NFkB inh	D1 allo mod	NADH coupling	Jurkat tox 60K	M1 ag	TNAP act DEA	M1 antag
Nc1cccc(C(=O)O)c1	-4	1	/	-0.65	2%	/	-0.19	0.9	0.15
CCCC(=O)Nc1ccccc1-c1nnc(SC)[nH]c1=O	2	-7	15	0.99	4%	-4	-0.006	0.9	0.013
COc1ccccc1C(=O)NCCC(=O)N1CC(=O)Nc2ccccc21	-1	-19	1	1.5	7%	-9	-0.12	1	-0.071
O=C(COC(=O)c1ccncc1)NCc1ccccc1	11	-26	14	0.65	5%	-3	-0.072	0.9	1.2
CC(=O)c1c(N)n(C)c(=O)n(C)c1=O	-2	-23	9	-0.07	7%	-6	-0.38	1	0.34
Cc1c(Cl)cccc1N1C(=O)C2ON(c3ccccc3)C(c3cccnc3)C2C1=O (configuration not stated)	0	2	/	/	3%	/	0.32	0.8	-2.1*
Cc1noc(/C=C/N(C)C)c1S(=O)(=O)N1CCCC(C(=O)NCc2ccc(Cl)cc2)C1 (configuration not stated)	-7	6	15	0.32	3%	1	1.6	0.9	-1.6
CCCC(=O)Nc1cccc(NC(=O)CN2CCN(c3ccccc3OC)CC2)c1	-5	-1	14	0.85	3%	7	0.72	0.9	0.11
COc1ccc(N2CCn3c2nc2c3c(=O)n(CCCc3ccccc3)c(=O)n2C)cc1	-17	-24	6	1.9	7%	2	-0.2	0.9	0.66
O=C(NC1CC2CCC(C1)N2C(=O)NCc1ccccc1)C1CC1 (configuration not stated)	10	-19	17	0.91	7%	-3	0.03	0.8	-2.2*
Cc1nc(SCC(=O)Nn2c(-c3ccccc3)nc3ccccc3c2=O)n[nH]1	3	1	17	0.34	1%	0	3	1.1	-0.092
CN(Cc1ccccc1)c1oc(COc2ccccc2F)nc1C#N	-32	58	4	1.2	7%	5	-1.2	0.9	-0.82
CCC(=O)N(Cc1cc2cc(OC)ccc2[nH]c1=O)c1cccc(C)c1	-9	-8	-2	-1	11%	-5	-0.34	1	0.058
c1ccc(Cn2c(SCc3nc4ccccc4s3)nnc2-c2ccco2)cc1	7	51	8	/	11%	2	/	0.9	/
CC(C)Cn1c(Br)nc2c1c(=O)n(CCC#N)c(=O)n2C	6	-21	14	-0.39	5%	6	0.17	0.9	-0.21
Cc1ccc(C(=O)CCC(=O)Nc2cccnc2)cc1C	-4	17	2	0.5	3%	-5	-0.38	0.9	-0.85
CC1CCCN(c2nc3c(c(=O)n(C)c(=O)n3C)n2CCSc2nc3ccccc3o2)C1 (configuration not stated)	0	/	-2	-1.1	8%	0	1.2	1	-0.53
Nc1c(C(=O)c2ccccc2)oc2ccc(Br)cc12	140*	-3	-43	0.23	4%	-8	-2.2*	0.8	0.63
Cc1ccc(C)c(N2CCN(C(c3ccncc3)c3nnnn3Cc3ccccc3)CC2)c1 (configuration not stated)	1	57	-9	-1.1	7%	5	-0.011	0.9	-0.05
Cc1ccc2occ(C(c3nnnn3Cc3ccccc3)N3CCOCC3)c(=O)c2c1 (configuration not stated)	5	-2	-7	-0.44	5%	-5	-0.1	0.9	-0.013
COC(=O)CSc1nnc(CNc2ccc(OC)cc2)n1C	-12	-41	14	-0.61	4%	2	-0.24	0.9	0.56
O=C(Nc1ccc(N2CCN(C(=O)c3ccco3)CC2)cc1)c1cccs1	-5	15	17	0.5	7%	5	-0.087	1	0.67
CCOc1ccccc1NC(=O)CCC(=O)Nc1ccc2nc(N3CCN(C)CC3)cc(C)c2c1	-2	22	6	-1.5	6%	2	-0.13	0.9	-0.37
Cn1c(=O)c(C(=O)NC2CCCCCCC2)c(O)c2ccccc21	-5	-8	11	1.4	3%	-4	-0.043	0.9	-0.063
O=C(NCCC1=CCCCC1)c1cc2c(s1)CS(=O)(=O)C2	28	-3	-18	0.16	3%	2	-0.82	0.8	1.2
COc1ccc(C)cc1S(=O)(=O)N(C)CC(=O)Nc1ccc2c(c1)OCCO2	1	13	8	0.3	2%	2	-1.7	0.9	-0.14
CC(=O)Nc1ccc(S(=O)(=O)NC2=NCN(CCOC(=O)c3ccccc3)CN2)cc1	-4	-1	-8	-5.2*	1%	5	-0.75	1	0.32
O=C(CCNc1ccc(F)c(Cl)c1)c1ccco1	-9	8	17	0.23	1%	65*	0.82	0.9	-0.02
COCCNC(=O)Cc1ccc(Br)cc1	-13	-6	2	-0.45	3%	-3	/	0.9	/
COc1ccccc1OCc1nc(Cc2ccc(Cl)cc2)no1	2	27	2	-0.39	8%	-1	0.86	0.9	-0.9
